H37Rv inhibition = M. tuberculosis growth inhibition, HTS (AID 449762). inhibition, % at 25 µM; hits with a dose series show IC50 in µM. actives 0.59% (n = 330,000). M. tuberculosis H37Rv growth inhibition, 7H9 media; higher % means a stronger effect; in the data active means a potency from the dose series; inconclusive means inhibition above about 70% without an active follow-up result;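 further: bacterial growth assessed after seven days of incubation; strong numbers were not always called active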
M. tuberculosis = growth inhibition of non-replicating M. tuberculosis (AID 488890); Mycobacterium tuberculosis non-replicating, growth inhibition; higher % means a stronger effect; inhibition, % at 25 µM; hits with a dose series show IC50 in µM; actives 0.39% (n = 320,000); in the data active means a potency from the dose series; inconclusive means inhibition mostly from about 82% at the one dose, without a potency; inactive means the rest, 99 in 100 with inhibition below about 76%;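 further: plate controls were DMSO cells for no effect and high antibiotic wells for full effect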
inhibitors of VEEV = inhibitors of VEEV TC-83 cytopathic effect, confirmation, Vero cells (AID 588727); inhibition, % at 20 µM; hits with a dose series show IC50 in µM; Vero cells, VEEV TC-83 cytopathic effect inhibition; higher % means a stronger effect; actives 0.13% (n = 350,000); in the data active means a potency from the dose series; inconclusive means inhibition mostly from about 14% at the one dose, without a potency; inactive means the rest, 99 in 100 with inhibition below about 12%; further: strong numbers were not always called active
PhoP GFP inhibition = PhoP regulon inhibitors, Salmonella typhi PhoP promoter GFP reporter, confirmatory (AID 1850). Salmonella Typhi PhoP-promoter GFP reporter, fluorescence, 4 h; higher % means a stronger effect. inhibition, % at 50 µM, or IC50 in µM where a hit was titrated. actives 0.33% (n = 310,000); in the data active means a potency from the dose series; inconclusive means inhibition mostly from about 25% at the one dose, without a potency; inactive means the rest, 99 in 100 with inhibition below about 19%;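 further: 0% = induced wells with vehicle and 100% = uninduced wells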
H1N1 NS1A inhibition = NS1A inhibition, H1N1 influenza, cell based functional assay (AID 504329); actives 0.3% (n = 340,000); NS1A functional cell-based assay, percent inhibition; higher % means a stronger effect; inhibition, % at 12.5 µM, or IC50 in µM where a hit was titrated; in the data active means a potency from the dose series; inconclusive means inhibition above about 27% without an active follow-up result; further: strong numbers were not always called active
inhibitors of VEEV 10K pilot screen = recorded beside inhibitors of VEEV, whose call it bears; inhibition, %; measured here: 10K pilot screen inhibition
Starred values were filed as active, the others as inactive; i = inactive; ? = inconclusive; . = not tested or not shown. Rows are unselected, and some 1.5% of all compounds hit somewhere here.

SMILES	H37Rv inhibition	M. tuberculosis	inhibitors of VEEV	PhoP GFP inhibition	H1N1 NS1A inhibition	others
COc1ccc(/C(C)=N/NC(=O)c2nnn(-c3nonc3N)c2-c2cccs2)cc1	7%	4%	1.2%	5%	3%
CC1CN(Cc2c(O)ccc3c(=O)c(-c4ccccc4)coc23)CC(C)O1 (stereo not drawn)	-2%	15%	i	-2%	-21%
CCn1c(SCc2nnc(-c3ccccc3)o2)nnc1-c1ccc(S(=O)(=O)N2CCCC2)cc1	1%	16%	0.7%	-3%	-6%
FC(F)(F)c1ccc(Oc2ccc(Cl)cc2Br)nc1	2%	39%	0.1%	-2%	-12%
CC(=O)NCCn1ccc2ccccc21	5%	5%	i	-5%	-5%
COc1ccc(-c2nc(-c3ccccc3)c(-c3cc([N+](=O)[O-])ccc3C)[nH]2)cc1O	32%	13%	?	-13%	3%
O=C(Nc1ccccc1C(=O)NCc1cccnc1)c1ccc(Cl)cc1Cl	-9%	18%	2.4%	-2%	49%
O=C(CCNC(=O)c1ccc(Br)cc1)NNC(=O)COc1ccccc1F	-7%	6%	0.6%	.	-4%
COc1ccc(NC(=O)C(C)N(C)Cc2ccc3ccccc3c2)cc1 (stereo not drawn)	1%	21%	0.4%	2%	2%
CCN(CC(=O)NCc1ccc(F)cc1)C(=O)Cc1c(F)cccc1Cl	-4%	-2%	i	3%	-3%
CCOc1ccc2nc(NC(=O)COC)sc2c1	65%	51%	4.2%	-4%	-3%
CC1=C(C(=O)N2CCCCC2)C2(CCC(C)CC2)OC1=O (stereo not drawn)	-6%	-14%	0.2%	-9%	0%	inhibitors of VEEV 10K pilot screen=0.0
COCC(C)NC(=O)Cc1ccc(F)cc1 (stereo not drawn)	-5%	-5%	0.2%	13%	4%
O=C(Nc1nnc(-c2ccc(F)cc2)o1)c1ccc(S(=O)(=O)N2CCOCC2)cc1	?	?	?	-8%	1%
Cc1nc(-c2cccc(N)c2)cs1	-10%	35%	1.3%	-15%	7%
COc1ccc(CCNC(=O)CN2CCC(C)CC2)cc1OC	8%	2%	i	2%	7%
COc1cccc(C(=O)N2CCN(Cc3ccccn3)CC2)c1	3%	-17%	i	-11%	-28%
COc1cc(Br)c(C(C)NC(=O)c2cccc(Br)c2)cc1OC (stereo not drawn)	.	.	i	5%	8%
O=C(NCc1cccs1)C1CCCN(C(=O)Nc2ccccc2)C1 (stereo not drawn)	-6%	-15%	6.2%	-2%	7%
COc1ccc(N2Cc3ccccc3C2=NC(=O)c2cccc([N+](=O)[O-])c2)cc1	?	22%	3.1%	-9%	-5%
COc1ccc(NC(=O)C2CCCN(S(=O)(=O)c3ccc4c(c3)CC(C)N4C(C)=O)C2)cc1 (stereo not drawn)	-9%	9%	1.0%	-6%	6%
Cc1ccccc1C(=O)Nc1nnc(S(=O)(=O)N2CCCCCC2)s1	-7%	.	0.7%	-10%	-14%
O=C(COC(=O)/C=C/c1ccc2c(c1)OCO2)NC1CC1	11%	32%	i	-4%	-4%
O=C(/C=C/c1ccccc1Cl)NCCc1ccc(F)cc1	-4%	51%	0.8%	-1%	2%

4 structures out of the list, arranged by length of the SMILES, ascending.
SMILES	H37Rv inhibition	M. tuberculosis	inhibitors of VEEV	PhoP GFP inhibition	H1N1 NS1A inhibition	others
COCC(C)NC(=O)Cc1ccc(F)cc1 (stereo not drawn)	-5%	-5%	0.2%	13%	4%
O=C(NCc1cccs1)C1CCCN(C(=O)Nc2ccccc2)C1 (stereo not drawn)	-6%	-15%	6.2%	-2%	7%
COc1cc(Br)c(C(C)NC(=O)c2cccc(Br)c2)cc1OC (stereo not drawn)	.	.	i	5%	8%
O=C(Nc1nnc(-c2ccc(F)cc2)o1)c1ccc(S(=O)(=O)N2CCOCC2)cc1	?	?	?	-8%	1%

The list goes on.
SMILES	H37Rv inhibition	M. tuberculosis	inhibitors of VEEV	PhoP GFP inhibition	H1N1 NS1A inhibition	others
Cc1cc2oc(C(=O)N3CCN(CCc4ccccn4)CC3)c(C)c2cc1C	-2%	28%	0.4%	1%	-4%
CCC1=NN(S(=O)(=O)c2ccc(C)cc2)C(O)(C(F)(F)F)C1 (stereo not drawn)	4%	-6%	0.7%	0%	5%
CCCOc1ccc(C(=O)Nc2ccc(N(C)C)cc2)cc1	-5%	17%	2.1%	2%	6%
CC(=O)OC1OCCOC1NC(=S)Nc1cccc(C(F)(F)F)c1 (stereo not drawn)	2%	3%	1.9%	-3%	-3%
N#Cc1ccsc1NC(=O)CSc1ncnc2ccccc12	5%	2%	1.9%	-7%	-16%
COc1ccc(CNC(=O)c2nn(C)c3c2CS(=O)(=O)c2ccccc2-3)cc1	2%	0%	2.4%	-4%	3%
COc1ccccc1Nc1nc2cc(C)ccc2cc1C#N	10%	2%	0.3%	-7%	-22%
CCOC(=O)c1c(NC(=S)Nc2ccccc2)sc2c1CCN(CC)C2	1%	31%	2.5%	-9%	-8%
Cc1ccc(N(C)C(=O)N2CCN(S(=O)(=O)c3c(C)cc(C)cc3C)CC2)cc1	26%	32%	i	-6%	0%
CCC1(c2ccccc2)NC(=O)N(CC(=O)NCc2ccc(C)cc2)C1=O (stereo not drawn)	2%	-4%	0.1%	2%	-5%
CC(Nc1nc(-c2ccc(F)cc2)cs1)c1nc2cc(C(F)(F)F)ccc2n1CCOCCO (stereo not drawn)	0%	10%	1.4%	5%	-1%
COCC(=O)N1CCC(Oc2ccc(C(=O)NC(C)c3nccs3)cc2)CC1 (stereo not drawn)	1%	-12%	2.8%	-13%	-12%
Nc1nc(C(c2ccccc2)c2ccccc2)cs1	-15%	-13%	1.7%	-11%	0%
CCCCCN1CC(=O)N2Cc3[nH]c4ccccc4c3C[C@H]2C1=O	-1%	1%	2.4%	-8%	-2%
CCC1CCCCN1C(=O)CSc1nc(N)cc(N)n1 (stereo not drawn)	-4%	9%	0.3%	-1%	2%
O=C(Nc1ccccc1C(=O)N1CCOCC1)C1CC(=O)N(C2CCCC2)C1 (stereo not drawn)	-8%	0%	i	0%	15%
CC(=O)c1cc2c(cc1NS(=O)(=O)c1cccc(C(=O)O)c1)OCO2	-8%	0%	i	2%	4%
Cc1cc2c(SCC(=O)NC3CCCCC3)ncnc2s1	4%	-2%	0.0%	10%	-8%
O=C(OCc1ccc(-c2ccccc2)cc1)c1cccc(O)c1	9%	?	5.0%	2%	-5%
CCOc1cc(NC(=S)NCC2CCCO2)c(OCC)cc1NC(=O)c1ccccc1C (stereo not drawn)	-1%	?	1.4%	-12%	-5%
Cc1nn(C)cc1C(C(=O)NC1CCCCC1)N(Cc1ccccc1Cl)C(=O)c1cnccn1 (stereo not drawn)	5%	2%	0.5%	2%	-13%
Cc1nn(C)c(C(=O)NCc2ccc(Cl)cc2)c1Cl	2%	16%	i	-4%	9%
Cc1oc(-c2ccccc2)nc1C(=O)OCC(=O)NCc1ccc(Cl)cc1	-2%	-2%	i	.	-4%
COC/C=C/C1=CC2=CC(=O)C(C)(OC(=O)c3cnc4ccccc4n3)C(=O)C2=CN1C1CCCC1 (stereo not drawn)	-11%	-1%	.	0%	.

Overlap with the part before: four compounds, followed by the next part.
SMILES	H37Rv inhibition	M. tuberculosis	inhibitors of VEEV	PhoP GFP inhibition	H1N1 NS1A inhibition	others
Cc1nn(C)cc1C(C(=O)NC1CCCCC1)N(Cc1ccccc1Cl)C(=O)c1cnccn1 (stereo not drawn)	5%	2%	0.5%	2%	-13%
Cc1nn(C)c(C(=O)NCc2ccc(Cl)cc2)c1Cl	2%	16%	i	-4%	9%
Cc1oc(-c2ccccc2)nc1C(=O)OCC(=O)NCc1ccc(Cl)cc1	-2%	-2%	i	.	-4%
COC/C=C/C1=CC2=CC(=O)C(C)(OC(=O)c3cnc4ccccc4n3)C(=O)C2=CN1C1CCCC1 (stereo not drawn)	-11%	-1%	.	0%	.
COc1ccc(C2c3ccc4ccccc4c3Oc3ncn(CCO)c(=N)c32)cc1 (stereo not drawn)	?	67%	i	6%	8%
Cc1c(C)c2cc(Cl)c(OCC(=O)NC3CC(C)(C)NC(C)(C)C3)cc2oc1=O	5%	-13%	i	1%	5%
CN(CC(=O)N(C)CC(=O)Nc1c(Cl)cccc1Cl)Cc1ccccc1F	-7%	-6%	0.3%	.	-10%
CCOc1cccc(-c2nnc(SCC(=O)Nc3ccc(OC)c(OC)c3)n2N)c1	-4%	11%	3.9%	9%	-8%
Cc1cc(/N=C/N(C)C)on1	-5%	-11%	0.4%	-18%	-2%
FC(F)(F)c1cc(Oc2ccccc2)ncc1-c1nnc(-c2ccccc2Cl)o1	6%	20%	i	-12%	6%
COc1ccc(CCN2C(=O)N[C@@H](CCC(=O)O)C2=O)cc1	-4%	-8%	i	-4%	15%
CNC(=O)c1cc2cc(OC)ccc2n1CCN(Cc1ccccc1)Cc1ccccc1	-3%	-11%	0.2%	-8%	-11%
O=c1c(-c2ccc(O)cc2)coc2cc(OC3OC(CO)C(O)C(O)C3O)ccc12 (stereo not drawn)	2%	-4%	0.3%	1%	-9%
Clc1cccc(Cl)c1CO/N=C/c1c(-c2ccccc2)nc2n1CCS2	-3%	-7%	i	9%	2%
CCc1nnc(NC(=O)CSc2ncc(-c3ccccc3)n2C)s1	-1%	?	2.0%	-3%	1%
CC(=O)c1ccc(OCC(=O)N(CCC2=CCCCC2)c2c(N)n(Cc3ccccc3)c(=O)[nH]c2=O)cc1	-4%	31%	11%	14%	-3%
O=C(CSc1nnc(CNc2ccc(F)cc2)n1Cc1ccccc1)NCc1ccco1	-5%	16%	3.5%	-6%	6%	inhibitors of VEEV 10K pilot screen=1.4
COCCCNc1nc2c(c(=O)n(Cc3ccc(OC)cc3)c(=O)n2C)n1C	0%	-15%	1.3%	4%	0%
Cc1c(CC(=O)NCCCC(=O)O)c(=O)oc2cc3c(cc12)CCC(C)(C)O3	-2%	-11%	0.5%	-2%	-17%
O=C(CC(=O)Nc1cc(Cl)ccc1Cl)Nc1cc(Cl)ccc1Cl	1%	-3%	i	-3%	18%
O=C(CCN1C(=O)COc2ccccc21)NCCCN1CCCC1	-6%	4%	0.9%	-19%	-7%
CC(=O)Nc1ccc(N=Cc2c(O)c(C(=O)Nc3ccccc3)cc3ccccc23)cc1	8%	68%	.	-17%	.
O=C(Nc1ccc(-c2nnco2)cc1)c1ccccc1	1%	7%	5.8%	-5%	17%
COc1ccc(OCc2nn3c(Cn4cnc5ccccc54)nnc3s2)cc1	1%	25%	i	-7%	4%
O=C(CCc1nnc(Cc2c[nH]c3ccccc23)o1)NC1CCCC1	13%	25%	7.2%	-1%	18%
COc1cccc(CN2CCN(Cc3ccc4c(c3)OCCO4)CC2CCO)c1 (stereo not drawn)	1%	20%	i	5%	-1%
Cn1c(=O)cc(SCC(=O)NCCN2CCN(c3ccccc3F)CC2)c2cc(Cl)ccc21	0%	36%	i	5%	5%
CCn1nc(NC(=O)C(C)C)c2cc3cccc(C)c3nc21	12%	9%	0.4%	-5%	5%
CCN(CC(=O)NCc1ccncc1)S(=O)(=O)c1cc(Cl)ccc1Cl	2%	-5%	i	-6%	9%
NS(=O)(=O)c1ccc(NC(=O)c2ccc(S(=O)(=O)N3CCCCC3)cc2)cc1	-2%	-12%	1.7%	.	0%
Clc1nn2cnnc2c2ccccc12	4%	-6%	1.6%	14%	-8%
COc1ccccc1CNC(=O)COC(=O)/C=C/c1ccc2c(c1)OCO2	6%	16%	2.8%	.	-3%
COCCn1c(SCC(=O)NCc2ccc3c(c2)OCO3)nc2ccccc2c1=O	3%	-1%	2.3%	-2%	4%
CCn1c(CNc2ccc(F)cc2)nnc1SCCN1CCCCC1	5%	2%	1.0%	1%	8%
O=C(NCCCn1ccnc1)c1cc2ccccc2oc1=O	3%	-9%	5.0%	-9%	-1%
COc1ccc2c(CC(=O)OCc3nc4ccsc4c(=O)[nH]3)coc2c1	-7%	-11%	1.1%	.	-2%
CCOc1ccc(-n2c(O)c(/C=N/Nc3nc(C)cc(C)n3)c3ccccc3c2=O)cc1	?	63%	21%	-19%	-1%
CCc1nnc2n1N=C(c1ccc(Cl)cc1Cl)CS2	4%	0%	i	-3%	-4%
CN1C[C@@H]2[C@@H]3C(=O)N(C)C(=O)[C@@H]3[C@](C)(C1=O)N2C(=O)c1ccc(Br)cc1	.	.	0.2%	.	-5%
CCN(CC)C(=O)Cn1cc(C(=O)C(=O)N2CCN(c3ccc(OC)cc3)CC2)c2ccccc21	-2%	3%	2.6%	3%	6%
CN(C)N=Nc1ccc(S(N)(=O)=O)cc1	-2%	-2%	0.4%	11%	-8%
CCNc1nc(Sc2ccc(C)cc2)cc(C(F)(F)F)n1	2%	24%	i	-3%	-3%
Cc1ccc(C(C)C)c2c1C(c1ccc3c(c1)OCO3)CC(=O)O2 (stereo not drawn)	.	.	0.1%	.	0%
